Assay outcomes deposited in PubChem BioAssay by several laboratories.
DNMT1 block = human DNMT1 methyltransferase inhibitors, primary screen, biochemical, molecular beacon, fluorescence, HinP1I cleavage, uHTS; DNA (cytosine-5)-methyltransferase 1 (Homo sapiens), P26358; inhibition (reported as % activation of signal), % at 10 µM; 360,000 compounds, 0.83% hits; AID 588458, 2011; in the data active = inhibition above about 50%
Scp-1 inhibitor = Scp-1 phosphatase inhibitors, primary screen, biochemical, colorimetric, uHTS; AID 493091, 2011; inhibition, % at 20 µM; 340,000 compounds, 0.88% hits; Recombinant Scp1, phosphopeptide, malachite green phosphate absorbance;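 active = inhibition above about 50% at 20 µM, limit read from the data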;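 also: plate controls were DMSO wells with enzyme for no effect and wells lacking enzyme for full effect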
Target sequence (Q9GZU7 76-261 limits assumed): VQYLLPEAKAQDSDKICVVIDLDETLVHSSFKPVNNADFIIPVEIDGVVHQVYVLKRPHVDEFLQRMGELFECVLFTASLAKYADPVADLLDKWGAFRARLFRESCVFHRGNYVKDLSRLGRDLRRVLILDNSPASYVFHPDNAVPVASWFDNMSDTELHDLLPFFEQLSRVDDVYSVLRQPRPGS
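assay system = SCP-1 phosphatase catalytic domain, residues 76-261 | buffer or medium = 50 mM Tris acetate pH 5.5, 0.005% Tween-20, 10 mM MgCl2 | incubation = enzyme reaction 45 min at room temperature, colour 5 min, stabilisation 30 min | signal = Phosphate-binding colour reagent, absorbance read at 630 nm | measure = % inhibition at 20 µM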
LMPTP block = LMPTP phosphatase inhibitors, primary screen, biochemical, fluorescence intensity, uHTS; Low molecular weight phosphotyrosine protein phosphatase (Homo sapiens), P24666; 360,000 compounds, 0.22% hits; inhibition, % at 20 µM; recombinant LMPTP-A, OMFP fluorogenic substrate;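 active = compounds that cut the enzyme signal by at least half of the control window in the single-dose screen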;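 also: plate controls were DMSO wells with enzyme plus substrate for no effect and substrate without enzyme for full effect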
Target sequence (P24666 whole entry, looked up): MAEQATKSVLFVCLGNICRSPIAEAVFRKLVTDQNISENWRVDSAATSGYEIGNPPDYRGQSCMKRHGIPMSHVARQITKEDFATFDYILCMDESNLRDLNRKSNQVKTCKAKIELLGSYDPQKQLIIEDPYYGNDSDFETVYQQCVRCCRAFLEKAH
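Buffer or medium: Bis-Tris pH 6.0, DTT, detergent; Assay system: LMPTP-A enzyme; Quantity: 0.625 nM enzyme; Detection: endpoint fluorescence intensity; Times: 50 min dark incubation at room temperature; Controls: substrate-only low control, DMSO enzyme-plus-substrate high control; Doses: single 20 µM dose; Read-out: percent inhibition versus substrate-only and uninhibited controls; Reagent: 400 µM OMFP.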
SUMO1-SIM PPI = modulators of SUMO1 protein-protein interactions, primary screen, biochemical, uHTS; AID 602429, 2012; 360,000 compounds, 0.33% hits; SUMO1 binding to a labelled peptide, TR-FRET, 1 h; inhibition, % at 20 µM; in the data active = inhibition above about 37%
Target sequence (P63165 whole entry, looked up): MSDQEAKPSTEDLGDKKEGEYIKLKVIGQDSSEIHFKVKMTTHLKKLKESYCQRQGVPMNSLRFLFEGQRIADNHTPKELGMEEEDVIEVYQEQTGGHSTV
STEP inh = STEP phosphatase inhibitors, primary screen, biochemical, fluorescence intensity, uHTS; inhibition, % at 20 µM; 360,000 compounds, 0.25% hits; recombinant STEP, OMFP fluorogenic substrate; Tyrosine-protein phosphatase non-receptor type 5 (Homo sapiens), P54829;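 active = inhibition at 20 µM, scaled per plate between control wells, above about 37%, limit read from the data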;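 also: 0% = DMSO with enzyme and substrate and 100% = substrate only without enzyme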
Target sequence (P54829 whole entry, looked up): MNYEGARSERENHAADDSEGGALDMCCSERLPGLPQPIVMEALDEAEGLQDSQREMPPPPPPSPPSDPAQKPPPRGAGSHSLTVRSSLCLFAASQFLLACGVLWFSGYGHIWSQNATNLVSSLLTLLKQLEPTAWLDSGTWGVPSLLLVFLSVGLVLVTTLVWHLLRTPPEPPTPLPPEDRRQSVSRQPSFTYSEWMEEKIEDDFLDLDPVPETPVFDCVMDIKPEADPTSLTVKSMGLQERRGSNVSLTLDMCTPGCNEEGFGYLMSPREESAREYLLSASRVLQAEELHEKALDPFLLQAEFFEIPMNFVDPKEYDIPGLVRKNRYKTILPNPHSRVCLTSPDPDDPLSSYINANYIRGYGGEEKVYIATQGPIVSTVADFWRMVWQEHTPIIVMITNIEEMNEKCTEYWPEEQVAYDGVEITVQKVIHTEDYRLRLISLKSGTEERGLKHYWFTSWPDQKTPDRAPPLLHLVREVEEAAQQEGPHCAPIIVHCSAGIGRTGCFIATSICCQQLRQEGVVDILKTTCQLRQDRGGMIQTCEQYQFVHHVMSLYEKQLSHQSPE
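Assay system: isolated STEP enzyme / Timing: 20 min at room temperature, dark / Doses: 20 µM, 1% DMSO / Technique: fluorescence intensity, excitation 480 nm, emission 540 nm / Reagent: fluorogenic phosphatase substrate OMFP at 25 µM final / Measure: percent inhibition scaled to no-enzyme and uninhibited-enzyme controls, plate-pattern corrected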
Tb MetRS inh = T. brucei MetRS inhibitors, primary screen, biochemical, luminescence; purified T. brucei MetRS, ATP depletion, Kinase-Glo luminescence; inhibition, % at 11.9 µM; 360,000 compounds, 0.4% hits; AID 624268, 2012;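 active = inhibition above a per-plate cutoff of the control wells' mean inhibition plus 3 SD, cut at about 5.5% in these data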;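 also: 0% = DMSO wells median and 100% = median of wells with control inhibitor compound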
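Material: parasite MetRS enzyme / Replication: singlicate, one well per compound / Signal: luminescence of leftover ATP / Schedule: 2 h aminoacylation at 25 °C after 15 min preincubation / Medium: HEPES-MgCl2-KCl buffer plus DTT, spermine, BSA, pyrophosphatase / Doses: 11.9 µM single point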
SKN-1 inh = suppressors of acrylamide-induced Pgst-4::GFP reporter in worms, primary screen, SKN-1 inhibitor project, whole organism, uHTS, GFP/RFP fluorescence ratio, strain VP596; C. elegans VP596 Pgst-4::GFP/RFP ratio, 24 h; inhibition, % at 21.8 µM; 360,000 compounds, 0.49% hits;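 active = interference check ratio from 0.5 to 1.5 plus GFP to RFP signal ratio inhibition reaching or exceeding a fixed threshold, cut at about 30% in these data, passing the limit was not always enough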; also: some compounds called inactive have numbers as strong as hits
NRP1-CendR mod = modulators of CendR peptide binding to NRP-1, primary screen, biochemical, fluorescence polarization, uHTS. Neuropilin-1 (Homo sapiens), O14786. FAM-RPARPAR peptide binding to NRP-1. inhibition, % at 25 µM. 360,000 compounds, 0.85% hits;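 active = inhibition or corrected inhibition above about 18%, plus a signal ratio from 0.5 to 1.5, limit read from the data, passing the limit was not always enough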; also: strong numbers were not always called active
NadD inh = inhibitors of S. aureus NadD, primary screen, biochemical, colorimetric, uHTS; purified NadD enzyme, colorimetric absorbance read-out; Nicotinate-nucleotide adenylyltransferase NadD (Staphylococcus aureus N315); AID 602399, 2012; 360,000 compounds, 0.78% hits; inhibition, % at 20 µM; in the data active = inhibition above about 26%; also: some compounds past the cut are filed as inactive
Neddyl block = inhibitors of cullin neddylation, primary screen, biochemical, TR-FRET, uHTS, NAE and Ubc12; NEDD8-conjugating enzyme Ubc12 (Homo sapiens) + NEDD8-activating enzyme E1 regulatory …; calls only at 25 µM; 360,000 compounds, 0.58% hits; AID 651699, 2012; in the data active = inhibition above about 36%
* marks the source's active call; other numbers are inactive results; i = inactive; . = not tested or not shown.

SMILES | DNMT1 block | Scp-1 inhibitor | LMPTP block | SUMO1-SIM PPI | STEP inh | Tb MetRS inh | SKN-1 inh | NRP1-CendR mod | NadD inh | Neddyl block
COc1ccc(C2=NN(CCC(=O)NCc3ccc4c(c3)OCO4)C(=O)CC2)cc1 | 3 | -1 | -2.3 | 0 | 0 | -0.7 | -2 | -2 | -4 | i
O=C(Nc1ccccc1C(=O)O)c1cccc(NC(=O)c2ccco2)c1 | 2 | -11 | -0.6 | 15 | 3 | -0.5 | 6 | -16 | -6 | i
COc1ccccc1NC(=S)N1CCN(C(=O)C2CCCO2)CC1 (stereo unspecified) | 0 | 1 | -0.3 | 0 | 5 | -1.0 | -11 | 8 | 0 | i
CC(C)CCNC(=O)CN(Cc1ccc2c(c1)OCO2)C(=O)CCC(=O)Nc1ccccn1 | 2 | -6 | -1.2 | -3 | -6 | -0.7 | 19 | 1 | -9 | i
CCN(CC(=O)Nc1ccc(NC(C)=O)cc1)C(=O)c1cccc(S(=O)(=O)N2c3ccccc3CC2C)c1 (stereo unspecified) | -2 | -7 | 0.9 | 4 | 2 | -0.3 | 12 | 6 | -3 | i
Cc1ccccc1Cn1nc(C)c(NC(=O)c2noc3c2CC(C(C)(C)C)CC3)c1C (stereo unspecified) | -1 | 2 | 4.0 | 3 | 3 | -0.6 | -2 | -9 | 0 | i
COCCN(C(=O)c1ccc(N2CCCC2=O)cc1)c1c(N)n(CC(C)C)c(=O)[nH]c1=O | 2 | 2 | -0.8 | 3 | 0 | -0.4 | 9 | 2 | -4 | i
OCC1CCCN(C2CCN(Cc3nc(Cc4cccc(C(F)(F)F)c4)no3)CC2)C1 (stereo unspecified) | 0 | -5 | -0.4 | 1 | 0 | -0.1 | -2 | -6 | -5 | i
COc1ccc(CCNC(=O)CN2CCCc3ccccc32)cc1OC | 0 | 3 | -0.5 | -9 | 0 | -0.2 | -6 | -31 | 2 | i
CC(Oc1ccc(F)cc1)C(=O)Nc1ccc(N2CCOCC2)cc1N1CCOCC1 (stereo unspecified) | 0 | -1 | -0.2 | 2 | 0 | -0.1 | -10 | 9 | 2 | i
Cc1ccc(CNS(=O)(=O)c2ccc([N+](=O)[O-])cc2)cc1 | -1 | -11 | 1.8 | -23 | 1 | -0.8 | 3 | -3 | 2 | i
C#CCOCCOCCOCCNc1nc(N2CCN(C(=O)Cn3cc(CC(C)O)nn3)CC2)nc(N2CCN(C(=O)[C@H]([C@@H](C)CC)n3cc(CCCCN)nn3)CC2)n1 (stereo partly specified) | 2 | 4 | -5.4 | -14 | 0 | -0.2 | 16 | -9 | -4 | i
C[C@@H]1CN([C@H](C)CO)C(=O)CCCn2nncc2CO[C@H]1CN(C)S(=O)(=O)c1ccc2ccccc2c1 | 3 | . | -2.5 | -3 | -1 | -1.5 | -9 | -3 | 2 | i
CC1CN(C(=O)Cc2ccc(-c3ccccc3)cc2)CC(C)O1 (stereo unspecified) | 11 | -3 | -0.3 | -3 | 5 | -0.2 | 11 | -6 | -3 | i
O=C(NCCCn1ccnc1)c1cccc(Cl)c1 | 2 | -25 | -1.9 | -1 | -4 | 0.0 | 4 | 7 | -4 | i
CC(NC(=O)Nc1ccccc1F)C(C)(C)C (stereo unspecified) | 1 | -3 | 0.0 | 3 | -3 | 0.5 | 11 | -12 | 1 | i
CCNC(=S)NNc1nc(N2CCCCC2)nc(N2CCOCC2)n1 | -1 | 1 | -0.8 | -1 | 5 | 0.4 | 1 | 6 | -7 | i
Cc1cc(C)c2c(ccc3ccccc32)n1 | -1 | -10 | 0.9 | 0 | -2 | -0.3 | 11 | 5 | -3 | i
CC(=O)N[C@H]1[C@H]([C@H](O)[C@H](O)CO)OC(C(=O)O)=C[C@@H]1O | 3 | -11 | -1.8 | -1 | -2 | -1.6 | -4 | -4 | 1 | i
O=C(Nc1ncc(S(=O)(=O)c2ccc([N+](=O)[O-])cc2)s1)c1ccccc1F | -2 | -14 | 0.0 | -29 | -2 | -0.3 | 4 | -4 | 0 | i
CCCOC(=O)Nc1nc(-c2ccc(C)cc2)c(C)s1 | 5 | 0 | -0.8 | -1 | 3 | -1.4 | 7 | -2 | -4 | i
COc1ccc(NC(=O)c2ccc(Cn3cc(Cl)cn3)cc2)cc1 | 9 | 3 | 0.3 | -2 | -2 | -1.2 | -4 | -5 | -6 | i
CN1CCN(C(=O)/C=C/c2ccccc2)CC1 | -2 | -5 | -4.1 | -2 | 0 | -0.2 | 27 | 6 | 7 | i
CCCN(CCC)C(=O)c1ccc2c(c1)N(CC)C(=O)c1ccccc1S2(=O)=O | 0 | -8 | -1.3 | 3 | -3 | -0.5 | 0 | 5 | 2 | i
C=C1CCN([C@H](C(=O)NCc2ccc(OC)cc2)C(C)C)S(=O)(=O)c2ccccc21 | 9 | -2 | -0.7 | -2 | -1 | -0.3 | 6 | -12 | -8 | i

Of the compounds above, these have four or more nitrogen atoms.
SMILES | DNMT1 block | Scp-1 inhibitor | LMPTP block | SUMO1-SIM PPI | STEP inh | Tb MetRS inh | SKN-1 inh | NRP1-CendR mod | NadD inh | Neddyl block
CC(C)CCNC(=O)CN(Cc1ccc2c(c1)OCO2)C(=O)CCC(=O)Nc1ccccn1 | 2 | -6 | -1.2 | -3 | -6 | -0.7 | 19 | 1 | -9 | i
CCN(CC(=O)Nc1ccc(NC(C)=O)cc1)C(=O)c1cccc(S(=O)(=O)N2c3ccccc3CC2C)c1 (stereo unspecified) | -2 | -7 | 0.9 | 4 | 2 | -0.3 | 12 | 6 | -3 | i
Cc1ccccc1Cn1nc(C)c(NC(=O)c2noc3c2CC(C(C)(C)C)CC3)c1C (stereo unspecified) | -1 | 2 | 4.0 | 3 | 3 | -0.6 | -2 | -9 | 0 | i
COCCN(C(=O)c1ccc(N2CCCC2=O)cc1)c1c(N)n(CC(C)C)c(=O)[nH]c1=O | 2 | 2 | -0.8 | 3 | 0 | -0.4 | 9 | 2 | -4 | i
OCC1CCCN(C2CCN(Cc3nc(Cc4cccc(C(F)(F)F)c4)no3)CC2)C1 (stereo unspecified) | 0 | -5 | -0.4 | 1 | 0 | -0.1 | -2 | -6 | -5 | i
C#CCOCCOCCOCCNc1nc(N2CCN(C(=O)Cn3cc(CC(C)O)nn3)CC2)nc(N2CCN(C(=O)[C@H]([C@@H](C)CC)n3cc(CCCCN)nn3)CC2)n1 (stereo partly specified) | 2 | 4 | -5.4 | -14 | 0 | -0.2 | 16 | -9 | -4 | i
C[C@@H]1CN([C@H](C)CO)C(=O)CCCn2nncc2CO[C@H]1CN(C)S(=O)(=O)c1ccc2ccccc2c1 | 3 | . | -2.5 | -3 | -1 | -1.5 | -9 | -3 | 2 | i
CCNC(=S)NNc1nc(N2CCCCC2)nc(N2CCOCC2)n1 | -1 | 1 | -0.8 | -1 | 5 | 0.4 | 1 | 6 | -7 | i

Remaining list, next part:
SMILES | DNMT1 block | Scp-1 inhibitor | LMPTP block | SUMO1-SIM PPI | STEP inh | Tb MetRS inh | SKN-1 inh | NRP1-CendR mod | NadD inh | Neddyl block
COc1ccc(C2C(C#N)=C(N)N(Nc3ccccc3)C3=C2C(=O)CC(C)(C)C3)cc1C (stereo unspecified) | -4 | -8 | 0.9 | -2 | -1 | -0.9 | -19 | -10 | 4 | .
COc1ccc(C2CC(=O)C(C=NCC(C)C)=C(O)C2)cc1 (stereo unspecified) | -2 | -8 | 0.0 | -1 | 0 | -0.2 | 5 | 11 | -2 | i
Cc1ccc(S(=O)(=O)N2CCC(c3nnc(SCCN4CCCC4)n3C)CC2)cc1 | 3 | -2 | 0.4 | 6 | -2 | -1.0 | -7 | -2 | -8 | i
Cc1ccc(C(=O)Nc2ccc(C(=O)N3CCCCC3C)cc2)cc1 (stereo unspecified) | 1 | -2 | -1.1 | 0 | -2 | 0.1 | 12 | -15 | -2 | i
CCn1c(Cc2ccc(OC)cc2)nnc1SCC(=O)Nc1nc2ccccc2s1 | -7 | 6 | -2.6 | 0 | -1 | -0.6 | -3 | 1 | -2 | i
O=C(NCC(c1ccco1)N1CCc2ccccc2C1)C(=O)Nc1ccccc1F (stereo unspecified) | -1 | -10 | 1.9 | 2 | 4 | -0.2 | 17 | -8 | 6 | i
CCCCCCCOC(=O)c1ccc(OC(=O)c2cccnc2)cc1 | 12 | 0 | 4.1 | 1 | 5 | 0.0 | 2 | 2 | 11 | i
Cc1c(Cl)cccc1NC(=O)NCc1cccnc1 | 0 | -9 | -1.3 | -1 | 0 | -0.1 | 5 | 6 | 2 | i
Cc1ccc(C(=O)N(C)CC(=O)Nc2cccc(C)c2C)o1 | 4 | -4 | -0.7 | 0 | 0 | -0.6 | -1 | 14 | -5 | i
O=C(NCCO)c1ccc2[nH]c3ccccc3c2c1 | 0 | 1 | 0.5 | 2 | -2 | -1.2 | -2 | 2 | 0 | .
COc1cccc(-c2cc3nc(C)c(C)c(N4CCN(C(=O)c5ccoc5)CC4)n3n2)c1 | -6 | . | 3.9 | 8 | 3 | -0.4 | 0 | -7 | 4 | .
CCC1Sc2ccc(S(=O)(=O)CCC(=O)Nc3ccc(C(=O)OC)cc3)cc2NC1=O (stereo unspecified) | 17 | 14 | -0.7 | 13 | 0 | 0.1 | 3 | 9 | -1 | i
Cc1ccc(C(C)C)cc1OCCOCCN1CCCC1 | -2 | -7 | -6.4 | -1 | -2 | -0.5 | 4 | 2 | -4 | i
C=CCOC(=O)C1=C(C)N=C2SCCC(=O)N2C1/C=C/c1ccccc1 (stereo unspecified) | -10 | -5 | 0.5 | 6 | 1 | 2.3 | 7 | -3 | 15 | i
Cc1ccccc1CN1C(=O)CSCC1(C)C(=O)NC(C)C (stereo unspecified) | . | . | -1.5 | 3 | . | -0.8 | -7 | 1 | . | i
Cc1ccc(C(=O)n2c3ccccc3c3ccccc32)cc1 | -3 | -13 | 4.4 | -1 | 0 | -1.4 | 2 | -2 | -4 | i
